M1 ag parental: M1 agonist counterscreen hit in parental CHO-K1 cells; hit rate 0.48% among 360,000; activation, % at 3 µM; AID 602248; Fluo-8 calcium fluorescence; scaled to maximal ATP response, vehicle zero; in the data active means activation above about 15%;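 further: untransfected CHO-K1 host cells lacking M1 receptor as counterscreen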
CHRM5 agonist: CHRM5 agonism in calcium assay | CHO-K1 hM5 cells, Fluo-8 calcium fluorescence; 0% DMSO wells, 100% maximal acetylcholine response | activation, % at 3 µM | P08912 | hit rate 0.19% among 360,000;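 active means activation above the run's mean over test compounds plus 3 SD, cut at about 23% in these data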;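 further: signal is peak over basal fluorescence ratio across the kinetic read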
Target sequence (P08912 whole entry, looked up): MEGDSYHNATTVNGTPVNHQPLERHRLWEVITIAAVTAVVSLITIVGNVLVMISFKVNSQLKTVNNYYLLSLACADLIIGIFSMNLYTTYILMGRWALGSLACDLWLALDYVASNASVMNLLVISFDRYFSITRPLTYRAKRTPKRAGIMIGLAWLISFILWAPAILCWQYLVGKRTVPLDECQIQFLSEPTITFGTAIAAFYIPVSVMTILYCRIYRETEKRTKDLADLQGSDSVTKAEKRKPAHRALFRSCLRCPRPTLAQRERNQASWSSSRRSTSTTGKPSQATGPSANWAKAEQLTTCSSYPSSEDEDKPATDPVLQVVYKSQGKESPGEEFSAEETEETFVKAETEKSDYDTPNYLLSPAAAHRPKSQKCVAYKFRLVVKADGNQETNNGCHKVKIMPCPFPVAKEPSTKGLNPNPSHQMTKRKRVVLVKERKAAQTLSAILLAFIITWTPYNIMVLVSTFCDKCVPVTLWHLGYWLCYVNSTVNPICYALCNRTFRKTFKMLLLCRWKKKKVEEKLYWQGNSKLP
CHO-K1 Ca PAM: M1 PAM counterscreen hit in parental CHO-K1 cells. activation, % at 3 µM. ATP EC20, Fluo-8 calcium fluorescence; 0% at ATP EC20, 100% at ATP max. hit rate 0.02% among 360,000. AID 602247;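 active means activation above the run cutoff, the mean activation of all test compounds plus 3 SD, cut at about 40% in these data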;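 further: peak over basal fluorescence ratio in a 140 s read after ATP addition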
M4 PAM: CHRM4 positive allosteric modulation; CHO-K1 hM4/Gqi5, Fluo-8 calcium fluorescence, ACh EC20; 0% = ACh EC20, 100% = maximal ACh; P08173; hit rate 0.4% among 360,000; activation, % at 3 µM; AID 624126;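 active means activation above its plate's cutoff, the mean activation of sample wells plus 3 SD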; further: some results filed as inactive read as strong as hits
Target sequence (P08173 whole entry, looked up): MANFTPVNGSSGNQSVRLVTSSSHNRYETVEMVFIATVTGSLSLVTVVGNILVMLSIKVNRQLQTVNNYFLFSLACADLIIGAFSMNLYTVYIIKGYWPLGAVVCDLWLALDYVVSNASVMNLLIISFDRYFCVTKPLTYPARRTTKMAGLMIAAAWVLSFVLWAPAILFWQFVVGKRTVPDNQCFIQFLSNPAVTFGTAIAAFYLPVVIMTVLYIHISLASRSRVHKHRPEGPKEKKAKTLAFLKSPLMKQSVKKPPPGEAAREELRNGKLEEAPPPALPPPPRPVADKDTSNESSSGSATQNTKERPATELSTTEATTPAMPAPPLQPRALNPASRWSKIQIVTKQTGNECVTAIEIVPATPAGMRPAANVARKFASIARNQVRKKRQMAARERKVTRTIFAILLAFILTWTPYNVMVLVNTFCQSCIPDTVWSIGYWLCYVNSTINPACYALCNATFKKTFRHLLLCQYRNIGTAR
M5 PAM: potentiates acetylcholine response at human M5 receptor; CHO-K1 hM5, Fluo-8 calcium, ACh EC20 PAM; 0% = ACh EC20, 100% = ACh EC100; P08912; hit rate 0.3% among 360,000; activation, % at 3 µM;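 active means activation above the run cutoff, the mean activation of all test compounds plus 3 SD, cut at about 18% in these data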
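System: CHO-K1 hM5 cells. Reagent: acetylcholine, EC20 level. Compound dosing: single dose, 3 µM nominal final test concentration. Timing: Post-acetylcholine fluorescence recording 140 s. Detection: Fluo-8 calcium fluorescence. Read-out: % activation, ACh-normalized. Benchmarks: ACh EC20 and EC100 wells. Repeats: singlicate, one well per test compound.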
CHO-K1 Ca antag: nonselective inhibitor or artifact in parental CHO-K1 cells. ATP-induced calcium, Fluo-8 fluorescence. inhibition, % at 3 µM. hit rate 0.6% among 360,000;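 active means inhibition above a per-plate cutoff, the plate's mean sample inhibition plus 3 SD, cut at about 24% in these data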;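 further: 0% = DMSO plus EC80 ATP and 100% = DMSO alone without ATP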
CHRM4 agonist: agonists of human muscarinic M4 receptor (CHRM4). P08173. CHO-K1 hM4/Gqi5, Fluo-8 calcium fluorescence; vehicle 0%, full acetylcholine response 100%. activation, % at 3 µM. hit rate 0.14% among 360,000. AID 624127;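 active means activation above the run mean over all test wells plus 3 SD, cut at about 32% in these data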;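 further: peak over basal fluorescence ratio per well then scaled between controls; 0% = DMSO wells and 100% = acetylcholine at EC100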
CHRM5 antagonist: CHRM5 antagonism in calcium assay | P08912 | inhibition, % at 3 µM | CHO-hM5 cells, Fluo-8 calcium fluorescence, ACh EC80 | hit rate 0.59% among 360,000;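 active means inhibition above a per-plate cutoff, the mean of that plate's test compounds plus 3 SD, cut at about 27% in these data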;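 further: 0% = acetylcholine EC80 with DMSO and 100% = DMSO without agonist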
M4 antag: antagonists of human muscarinic M4 receptor (CHRM4); P08173; CHO-hM4 cells, ACh EC80, Fluo-8 calcium fluorescence; hit rate 0.73% among 360,000; inhibition, % at 3 µM;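 active means inhibition above its plate's cutoff, the mean inhibition of sample wells plus 3 SD, cut at about 27% in these data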;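 further: 0% = acetylcholine EC80 with DMSO and 100% = DMSO without agonist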
* hit, by the source's call; . = not tested or not shown. The order is random. Share with any hit: about 2.7%.

SMILES	M1 ag parental	CHRM5 agonist	CHO-K1 Ca PAM	M4 PAM	M5 PAM	CHO-K1 Ca antag	CHRM4 agonist	CHRM5 antagonist	M4 antag
O=C(Nc1ccc2c(c1)OCO2)C1CCN(C(=O)c2ccc(Cl)cc2)CC1	-0.7	-1	0	3	2	-4	1	-6	3
N=C(N)SCc1ccccn1	0.1	0	26	1	-4	-1	1	9	2
COc1cc(/C=N/NC(=O)C(NC(=O)c2ccccc2)c2n[nH]c(=O)c3ccccc23)ccc1OCC(N)=O (centres undefined)	-0.2	-2	-29	-6	-3	11	1	-1	5
CCOc1cc2c(Cl)ncnc2c(OCC)c1OCC	-0.1	0	-10	0	-4	-3	1	5	-10
COC(=O)N(C)C[C@@H]1OCc2cn(nn2)CCCC(=O)N([C@H](C)CO)C[C@H]1C	0.0	1	10	2	0	14	0	3	-12
COC/C=C/C1=CC2=CC(=O)C(C)(OC(=O)c3cnc4ccccc4n3)C(=O)C2=CN1Cc1ccco1 (centres undefined)	6.3	2	2	8	-5	6	1	6	6
O=C(CC1SC(N2CCOCC2)=NC1=O)Nc1cccc(C(F)(F)F)c1 (centres undefined)	1.1	1	11	-2	3	-12	0	2	-5
O=C(NCCNC(=O)c1ccc(Br)o1)c1cccnc1	0.6	-1	-8	4	-1	-5	1	1	-6
CCN(CC)c1ccc(C(=S)NCc2ccccc2)cc1	0.3	-6	24	-6	-6	-12	-2	14	8
COc1ccccc1C(=O)NN1C(=O)C2C3C=CC(O3)C2C1=O (centres undefined)	0.1	0	18	2	-4	-6	0	-1	-4
O=C(Nc1nc2c(ccc3ccccc32)s1)c1ccco1	0.1	17	13	-2	6	-5	3	-4	-1
CN(CC(=O)N1CCN(c2ccccc2)CC1)S(=O)(=O)c1cnc[nH]1	0.1	-1	-8	-1	-7	18	1	0	2
COc1ccccc1-c1cn(CC[C@H]2CC[C@@H](NS(=O)(=O)c3ccccc3C)[C@@H](CO)O2)nn1	.	0	.	-1	-1	.	4	10	6
CCOC(=O)C1(CCc2ccccc2)CCN(C(=O)[C@@H]2C[C@@H](C)NC(=S)N2)CC1	0.5	-3	12	-4	-4	-12	2	9	-12
CC1CC(C)CN(C(=O)Cn2c(=O)n(CCCCC(=O)NCc3ccco3)c(=O)c3ccccc32)C1 (centres undefined)	1.6	-3	20	3	0	-11	3	1	-8
CCN(CC)S(=O)(=O)c1ccc2nc(NC(=O)c3cccs3)sc2c1	4.1	12	11	-11	-15	2	10	7	-6
COc1cc(NS(=O)(=O)c2ccc(NC(=O)NC3CCCCC3)cc2)nc(OC)n1	0.0	0	13	2	-9	8	0	8	4
Cc1cc(N2CCN(S(=O)(=O)c3ccc4ccccc4c3)CC2)n2ncnc2n1	1.4	0	17	2	4	-5	3	-2	-1
COc1cccc(CN(C)C(=O)C23CC4CC(CC(C4)C2)C3)c1	1.3	-2	12	-4	4	-13	0	5	8
CCCN(CCC)S(=O)(=O)c1ccc(C(=O)Nc2nc3c(s2)CCc2ccccc2-3)cc1	0.7	0	22	4	3	-8	1	4	1
O=C(CCCC(=O)N(CC(=O)NC1CCCC1)Cc1ccc2c(c1)OCO2)Nc1ccccn1	-0.2	-1	0	-2	-5	-3	0	2	2
Cc1cc(NC(=O)C2CC2)ccc1NC(=O)c1cccs1	-0.1	-3	-20	-1	-4	11	0	8	-8
CCC1=C/C(=C/N(C)c2ccccc2)C(=O)S1	1.6	-6	25	-1	-1	-14	1	2	-3
O=C(NCC1COc2ccccc2O1)c1ccc(Cl)c(S(=O)(=O)N2CCOCC2)c1 (centres undefined)	9.7	2	10	-3	-11	-17	17	-5	-19
CCN(Cc1ccccc1)C(=O)c1cc2cc(OC)c(OC)cc2[nH]1	0.6	-2	-4	-2	-2	-5	1	6	-2
Cc1ccc2[nH]c(-c3ccccc3)c(CN(C)C)c(=O)c2c1	-0.7	-6	10	1	-2	-15	0	5	1
COc1ccc(N2CCN(C(=O)CCCn3c(=O)[nH]c4ccsc4c3=O)CC2)cc1	0.1	1	-3	11	-4	-13	2	-2	-24
COc1ccc(Cn2c(=O)c3[nH]cnc3n(-c3ccccc3C)c2=O)cc1	1.8	2	14	12	9	-6	1	3	-2
CCS(=O)(=O)Nc1ccc(C2=NN(C(=O)c3ccco3)C(c3cccc(F)c3)C2)cc1 (centres undefined)	0.9	5	15	-1	13	0	0	-20	-2
Nc1ccc(C#Cc2ccc3oc4ccccc4c(=O)c3c2)cc1	0.0	1	-2	0	-1	-5	8	-2	10
COc1ccccc1N1CCN(/N=C(\C)c2ccc(O)cc2)CC1	0.9	-4	3	0	3	0	2	3	2
CC1=C(C(N)=O)C(c2cccc(O)c2)n2nc(CCCO)nc2N1 (centres undefined)	0.4	1	20	6	-1	-3	0	-3	-12
COc1ccc(N2CCN(CC(=O)Nc3ccccc3SC)CC2)cc1	0.7	-2	6	-2	1	-14	1	2	7
O=[N+]([O-])c1ccccc1S(=O)(=O)Nc1ccc(S(=O)(=O)N2CCOCC2)cc1	0.3	-3	-3	0	-1	-4	1	5	2
COc1cc(/C=N/NC(=O)CCn2cnc(-c3ccccc3)c2-c2ccccc2)ccc1O	0.5	1	0	-1	-6	-2	2	0	0
Cc1ccc(CNC(=O)c2ccc(S(=O)(=O)N3CCCCCC3)cc2)cc1	3.0	0	9	-7	-3	-16	8	-1	-2
Cc1ccccc1C(=O)Nc1nnc(CC(=O)N/N=C/c2cn(Cc3ccccc3)c3ccccc23)s1	1.2	1	-2	12	-7	-7	1	13	22
O=C(CCN1C(=O)/C(=C/c2ccccc2Cl)SC1=S)NC1C=CS(=O)(=O)C1 (centres undefined)	2.5	2	17	-1	3	-19	2	-17	-14
CCOC(=O)c1cc(-c2ccccc2C)n(CC2CC(c3cccc([N+](=O)[O-])c3)=NO2)n1 (centres undefined)	1.6	-9	12	-2	-14	-12	6	9	2
COc1ccc2oc(C(=O)Nc3nc4ccc(S(C)(=O)=O)cc4s3)c(C)c2c1	0.4	1	2	11	1	-9	0	2	-6
CCOc1ccc(-c2nonc2NC(=O)c2ccco2)cc1OCC	0.4	-3	14	3	-2	-10	-1	19	1
O=C(CCn1c(=O)[nH]c2ccsc2c1=O)Nc1ccc(F)c(F)c1	1.0	1	10	2	-1	-4	3	2	-8
Cc1ccc(C(=O)N/C(=C\c2cccs2)C(=O)N2CCCCCC2)cc1	0.4	-1	2	6	-14	17	0	-2	5
Cc1ccc(-c2nnn(CC(=O)N3c4ccccc4CCc4ccccc43)n2)cc1	0.5	3	9	6	7	-23	1	-4	-4
O=C(NCCCN1CCN(c2ccccc2)CC1)C1CCCN(c2ncnc3c2nc2n3CCCCC2)C1 (centres undefined)	2.9	-9	-15	-8	-1	1	8	-8	8
COCCn1c(N)c(N(Cc2ccccc2)C(=O)CN2C(=O)NC(C)(c3ccccc3)C2=O)c(=O)[nH]c1=O (centres undefined)	0.0	1	4	-2	-1	1	0	4	9
Cc1ccccc1-n1cnnc1SCC(=O)Nc1cccnc1Cl	2.4	5	2	0	-1	-10	2	-2	6
CC(C)c1ccc(CN2CCC2(C)C(=O)Nc2cnc3ccccc3c2)cc1 (centres undefined)	0.2	-3	-5	-6	-2	8	3	-2	1
COc1ccc(NC(=O)C2Cc3c(-c4cccc(C(N)=O)c4)ccnc3O2)cc1 (centres undefined)	1.1	1	12	-6	0	-18	3	-8	-13
CCOC(=O)C1CCCN(C(=O)c2cc3c(OC)c(OC)c(OC)cc3[nH]2)C1 (centres undefined)	0.7	-4	2	6	-2	11	2	0	-15
CCc1ccc(NC(=O)CNS(=O)(=O)c2c(C)noc2C)cc1	1.4	0	18	6	0	-9	3	-4	1
Cc1cc(NC(=O)Nc2cccc([N+](=O)[O-])c2)no1	8.5	6	5	-4	-4	-8	7	5	-3
CCn1cc([N+](=O)[O-])c(C(=O)N2N=C(c3ccc(OC)cc3OC)CC2c2ccccc2O)n1 (centres undefined)	0.2	0	-5	-2	-8	22	5	6	1
CC(=O)c1ccc(NC(=S)N2CCN(c3ccccn3)CC2)cc1	9.8	3	6	-5	-5	-7	7	5	3
Cn1nc(C(C)(C)C)cc1C(=O)N1CCCCC1c1cc(C(=O)Nc2ccc(F)c(Cl)c2)no1 (centres undefined)	1.3	0	-9	-13	-6	8	12	11	19
CC12CN3CCN(CC(C3)/C1=N\N=C1/C3CN4CCN(C3)CC1(C)C4)C2	0.6	-1	12	-4	-1	6	1	-2	1
CC(=O)NNC(=O)c1csc(-c2csc(C)n2)n1	0.5	2	15	6	2	-7	1	4	2
C#CCn1c2ccccc2c2nc3ccccc3nc21	0.6	-4	-5	-3	-4	-14	0	10	5
CN(CCCN1CCCCC1)C(=O)c1cc(COc2ccc(F)cc2F)on1	0.3	-8	5	-15	-5	-5	0	16	36*
O=C(N/N=C/c1cccnc1)c1cc(-c2ccccc2OCc2ccccc2)n[nH]1	2.3	-2	-17	-9	-9	8	6	8	-3
Next section:
SMILES	M1 ag parental	CHRM5 agonist	CHO-K1 Ca PAM	M4 PAM	M5 PAM	CHO-K1 Ca antag	CHRM4 agonist	CHRM5 antagonist	M4 antag
Cc1ccccc1NC(=O)c1ccccc1-c1ccccc1	-0.3	-1	-5	-5	-1	-7	-1	4	3
CC(C)CN(C(=O)COC(=O)Cc1cccc2ccccc12)c1c(N)n(Cc2ccccc2)c(=O)[nH]c1=O	-0.3	-2	4	9	-1	2	1	6	-2
COc1ccc(CCN2C(=O)CS/C2=N\NC(=O)c2cccs2)cc1OC	18*	1	10	-4	-4	0	4	-9	-2
Cc1nc(SCc2ccc(F)cc2)c([N+](=O)[O-])[nH]1	3.5	1	18	11	2	-9	1	3	-8
Cc1cccc(N2CCN(S(=O)(=O)c3ccc4c(c3)CCN4C(=O)CCC(=O)O)CC2)c1C	0.9	1	-3	1	3	3	-1	-7	0
COCC(C)Nc1nc(C)c(C(C)=O)s1 (centres undefined)	0.9	-6	20	1	-5	-12	1	-5	-2
COc1ccc(NS(=O)(=O)c2ccc(OC)c(NC(=O)CNC(=O)c3ccc(OC)cc3)c2)cc1	-0.4	-2	5	-3	10	-10	0	-4	5
COc1ccc(C(C(=O)Nc2ccc3c(c2)OCCO3)n2c(=O)c(-c3cc4ccccc4[nH]3)nc3ccccc32)cc1 (centres undefined)	.	6	.	7	-7	.	2	-2	2

A different layout for five compounds above.
Order of results: M1 ag parental	CHRM5 agonist	CHO-K1 Ca PAM	M4 PAM	M5 PAM	CHO-K1 Ca antag	CHRM4 agonist	CHRM5 antagonist	M4 antag
CN(CCCN1CCCCC1)C(=O)c1cc(COc2ccc(F)cc2F)on1
 : 0.3	-8	5	-15	-5	-5	0	16	36*
O=C(N/N=C/c1cccnc1)c1cc(-c2ccccc2OCc2ccccc2)n[nH]1
 : 2.3	-2	-17	-9	-9	8	6	8	-3
Cc1ccccc1NC(=O)c1ccccc1-c1ccccc1
 : -0.3	-1	-5	-5	-1	-7	-1	4	3
CC(C)CN(C(=O)COC(=O)Cc1cccc2ccccc12)c1c(N)n(Cc2ccccc2)c(=O)[nH]c1=O
 : -0.3	-2	4	9	-1	2	1	6	-2
COc1ccc(CCN2C(=O)CS/C2=N\NC(=O)c2cccs2)cc1OC
 : 18*	1	10	-4	-4	0	4	-9	-2
